# Screening data (PubChem BioAssay)
# 12-LOX inh: Primary qHTS assay for inhibitors of human arachidonate 12S-lipoxygenase (ALOX12): Round 2. Polyunsaturated fatty acid lipoxygenase ALOX12 (Homo sapiens), P18054. purified 12hLO, xylenol orange hydroperoxide absorbance. Potency, µM (series often up to 108 µM), inactives show top-dose activity change, negative = inhibition, actives largely listed as inhibitors. actives 1.1% (n = 580,000). AID 1671190, 2021; active means well fitted inhibition curve with a large enough effect; inconclusive means small, poorly fitted or top-dose-only effect, or another doubt; inactive means no such curve, though single readings can be large or run the other way
# Target sequence (P18054 whole entry, looked up): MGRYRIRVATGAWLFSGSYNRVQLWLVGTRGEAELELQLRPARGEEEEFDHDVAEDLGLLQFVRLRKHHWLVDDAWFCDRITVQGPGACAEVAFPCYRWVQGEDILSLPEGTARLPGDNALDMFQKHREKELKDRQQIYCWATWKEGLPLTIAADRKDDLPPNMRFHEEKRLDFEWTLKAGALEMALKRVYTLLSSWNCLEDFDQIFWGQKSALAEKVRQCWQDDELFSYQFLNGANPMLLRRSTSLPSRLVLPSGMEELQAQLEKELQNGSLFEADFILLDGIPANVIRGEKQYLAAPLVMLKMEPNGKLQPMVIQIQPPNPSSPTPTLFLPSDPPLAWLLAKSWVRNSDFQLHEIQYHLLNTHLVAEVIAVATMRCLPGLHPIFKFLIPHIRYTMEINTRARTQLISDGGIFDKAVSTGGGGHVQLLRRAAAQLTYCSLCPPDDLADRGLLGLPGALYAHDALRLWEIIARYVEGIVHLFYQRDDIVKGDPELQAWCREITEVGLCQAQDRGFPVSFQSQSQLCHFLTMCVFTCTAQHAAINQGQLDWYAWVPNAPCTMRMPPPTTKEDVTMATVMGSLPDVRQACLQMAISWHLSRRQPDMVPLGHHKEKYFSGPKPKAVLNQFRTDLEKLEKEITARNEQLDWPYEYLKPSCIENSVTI
#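 Purified human 12hLO at 150 nM in 25 mM Hepes, 0.01% Triton X-100, pH 7.0, preincubated 15 min at room temperature with compound. Reaction started with 40 uM arachidonic acid, 30 min at room temperature. Hydroperoxide measured by Fe-xylenol orange, 573/405 nm absorbance ratio.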
# * hit, by the source's call; ? = inconclusive; [ ] = dose if it differs, or a comment. On the % scale 0 is the no-effect control and ±100 the full control effect; potency means the concentration at half of the fitted maximal effect. The list is partial (hit frequency here may not be typical).
12-LOX inh,Molecule
35.4%,O=C(NCc1ccc(F)cc1)N1CCCC(Cc2noc(-c3cnccn3)n2)C1 (stereo not drawn)
4.3%,Cc1ccccc1N1Cc2c(NCCCc3ccccc3)ncnc2N(C)CC1=O
36.9%[activator],COc1ccc(CN2CCCC(c3[nH]ccc3C(N)=O)C2)cc1Cn1ccnc1 (stereo not drawn)
-5.7%,O=C(CCC(=O)c1ccc(Cl)cc1)OCC(=O)c1ccccc1Br
32.2%,COc1ccc(C(=O)N2C[C@@H](Oc3cccnc3)C[C@H]2C(N)=O)cc1
39.6%[activator],CCCn1c(C)cnc1CC1CCN(S(=O)(=O)c2cnn(CC)c2)CC1
2.2%,Cc1ccc(C(=O)NCCc2nnc3n2CCN(Cc2ccc4ccccc4c2)CC3)c(C)c1
-13.6%,Clc1ccc(CSc2nccn2C2CC2)c2ncccc12
15.0%,CCOc1ccc(NC(=O)Cn2c(-c3ccc(F)cc3)nc(C)c(CCO)c2=O)cc1
27.5%,O=C1CCN(C(=O)CCc2ccccc2)CCCC(CO)CCN1 (stereo not drawn)
49.5%[activator],Cc1nc([C@H]2CCN(Cc3ccoc3)C[C@H]2NC(=O)C2CC2)n[nH]1
14.8%,COCC1CN(S(=O)(=O)c2cccc(F)c2)CC12CCOCC2 (stereo not drawn)
11.1%,Cc1ccc(-c2noc([C@@H]3CCCN3C(=O)c3ccc(Cl)cc3)n2)cc1
61.2%[activator][176 µM],COc1cccc(CN2CC[C@@H](CO)N(C)c3cccnc3C2)c1
15.3%[176 µM],C#CCNC(=O)[C@@H]1Cc2cn(CC#CC)c3cccc(c23)[C@H](CC(C)C)N1
?,Cn1cccc1C(=O)N[C@H]1C[C@@H]2C(=O)N[C@H]3CCN(C(=O)Cc4cccs4)[C@@H]3C(=O)N2C1
-3.3%,Cc1ccc(C2=NN(C(=O)Cn3nnc(-c4ccccc4C)n3)C(c3ccco3)C2)cc1 (stereo not drawn)
2.7%,O=C(O)c1ccccc1C(=O)N1C[C@@H]2C[C@H]1C(=O)N(Cc1ccccc1)c1ccccc1O2
-19.6%[57.4 µM],COc1ccc(NC(=O)N2CC[C@@]3(CCCN(C(=O)c4cc(C(F)(F)F)cc(C(F)(F)F)c4)C3)C2)cc1
77.3%[activator],CCCc1ncncc1C(=O)NC1CC(c2nnc(CO)n2C2CC2)C1 (stereo not drawn)
1.8%,CC(Sc1cc(Cl)ccc1Cl)C(=O)NCCc1ccccn1 (stereo not drawn)
?,CCC(C)NC(=O)C1COC2(CCN(C(=O)c3ccc(F)cc3)CC2)N1C(=O)c1ccccc1 (stereo not drawn)
?,Cc1nn2c(c1-c1ccccc1OCc1ccccc1)N(Cc1ccccc1O)CCC2
20.3%,COc1ccc(OC)c(CCNC(=O)NCc2noc3ccccc23)c1
-33.3%[57.4 µM],CO[C@H]1/C=C\O[C@@]2(C)Oc3c(C)c(O)c4c(O)c(c5c(nc6cc(C)ccn65)c4c3C2=O)NC(=O)C(C)=CC=C[C@H](C)[C@H](O)[C@@H](C)[C@@H](O)[C@@H](C)[C@H](OC(C)=O)[C@H]1C

# Overlap with the part before: three compounds; new compounds follow.
12-LOX inh,Molecule
?,Cc1nn2c(c1-c1ccccc1OCc1ccccc1)N(Cc1ccccc1O)CCC2
20.3%,COc1ccc(OC)c(CCNC(=O)NCc2noc3ccccc23)c1
-33.3%[57.4 µM],CO[C@H]1/C=C\O[C@@]2(C)Oc3c(C)c(O)c4c(O)c(c5c(nc6cc(C)ccn65)c4c3C2=O)NC(=O)C(C)=CC=C[C@H](C)[C@H](O)[C@@H](C)[C@@H](O)[C@@H](C)[C@H](OC(C)=O)[C@H]1C
-4.5%,Cc1nc2n(c(=O)c1C)CN(Cc1cccnc1)CN2c1ccc(Cl)cc1Cl
-5.1%,COc1ccc(C(=O)c2sc(Nc3ccc(F)cc3)nc2N)cc1
2.6%,C[C@@H]1C=CCCO[C@]12C(=O)N(Cc1ccccc1C(F)(F)F)c1cccc(Br)c12
?,O=C(CCc1ncc(-c2ccc(Cl)cc2)o1)NC12CC3CC(CC(C3)C1)C2
43.9%[activator],O=C(O)CCC1CCCN(S(=O)(=O)c2ccc(F)cc2)C1 (stereo not drawn)
32.2%[activator],CC(C)c1noc(CCC(=O)NC(C)c2ccccn2)n1 (stereo not drawn)
49.8%[activator],CC(=O)N1CCC(N2CC[C@H](CO)[C@H](N(C)C)C2)CC1
1.6%,COCCNC(=O)c1ccc(OC2CCN(C(C)CCSC)CC2)c(Cl)c1 (stereo not drawn)
-20.4%,CCSC1=C(C#N)C(c2ccc(OC)c(OC)c2)C2=C(CC(C)(C)CC2=O)N1 (stereo not drawn)
13.1%,Cc1ccc(N2C[C@]34C=C[C@H](O3)C(C(=O)N(C)Cc3nccs3)C4C2=O)cc1C (stereo partly drawn)
-9.4%,O=C(CSc1cccc[n+]1[O-])Nc1ccc(N2CCOCC2)cc1
?,Cc1cc(Cl)ccc1OCC(=O)N1[C@@H]2CC[C@H]1CC(NC(=O)c1ccncc1)C2 (stereo partly drawn)
0.0%,O=C(NCc1ccccc1)[C@@H]1CCCN1C(=O)[C@H]1CCCN1C(=O)c1ccc(F)cc1F
-4.3%,CS(=O)(=O)CC(=O)Nc1ccccc1C(=O)NCc1ccccn1
21.4%[176 µM],CC(=O)N[C@H]1CC[C@]2(C)CC[C@@H]([C@H](C)C(=O)NC(C)(C)C)[C@H](O)[C@H]2[C@@H]1C
-19.0%,COCc1nn2c3c(cnc2c1-c1cccc(Cl)c1)C(=O)CC(c1ccc(OC)c(OC)c1)C3 (stereo not drawn)
8.3%[6.33 µM],Cc1noc(C)c1C(=O)N1CCN(C2CCNCC2)C(=O)C1
11.5%,COC(=O)c1c(NC(C)=O)c2cc(NC3CCCC(C)(C)C3)cnc2n1CC1CCCO1 (stereo not drawn)
33.5%[activator],CC(C)n1nc(C(=O)NC2CCS(=O)(=O)C2)c2ccccc2c1=O (stereo not drawn)
17.2%,O=C(CCC1CCCN(S(=O)(=O)c2ccccc2)C1)NC1CC1 (stereo not drawn)
-10.2%,COCCn1ccc2c(OCC(=O)Nc3cccc(C)c3C)cccc2c1=O
12.5%,CC(=O)N1CC2(CCN(C(=O)NCc3ccccc3)CC2)CC1C(=O)O (stereo not drawn)
-0.1%,COc1ccc(NC(=O)NC2CCN(c3nc(C)cc(C)n3)CC2)cc1
?,Cc1ccc2oc(=O)cc(CN3CCN(c4ccccc4)CC3)c2c1
?,CC(NC(=O)C(=O)C1C(=O)Nc2ccccc21)C(=O)O (stereo not drawn)

# Continued (3 carried over from the part before).
12-LOX inh,Molecule
-0.1%,COc1ccc(NC(=O)NC2CCN(c3nc(C)cc(C)n3)CC2)cc1
?,Cc1ccc2oc(=O)cc(CN3CCN(c4ccccc4)CC3)c2c1
?,CC(NC(=O)C(=O)C1C(=O)Nc2ccccc21)C(=O)O (stereo not drawn)
9.7%,N[C@H]1CN(C(=O)c2sccc2Cl)C[C@@H]1C1CC1
47.7%[activator],CCc1nn(-c2ccccc2)c(Oc2ccccc2F)c1CCC(=O)NCCOC
2.2%,Cc1cc(N2CCN(CC3CCCCC3)C(CCO)C2)nc(N)n1 (stereo not drawn)
37.0%[activator],Cc1cnc(CCNC(=O)CC(C)C)n1Cc1ccc(F)cc1
3.3%,Cc1ccccc1Cc1nc2cccnc2n1C1CCN(C(=O)CC2NC(=O)c3ccccc32)CC1 (stereo not drawn)
9.1%[6.33 µM],O=C1NCc2ccccc2CC12CCN(CC1CC=CCC1)CC2 (stereo not drawn)
33.9%,CC(C)c1noc(-c2cn(C3CCCN(C(=O)c4nn(C)c5ccccc45)C3)nn2)n1 (stereo not drawn)
-13.6%,Cc1ccc(Cl)cc1NC(=O)NCc1nc(-c2ccccc2)oc1C
-63.5%,O=S(Cc1ccc(F)cc1)Cc1ccc(Cl)cc1 (stereo not drawn)
-3.9%,O=C(CSc1ncc(-c2ccc(Cl)cc2)o1)Nc1ccc(Cl)cc1
-10.4%,Cc1nn(-c2ccccc2)c(C)c1CN(C)C(=O)CNC(=O)c1ccc(Cl)cc1
-4.8%,CS(=O)(=O)N1CCCN(Cc2cccc(C#N)c2)CCNC(=O)CC1c1ccccc1 (stereo not drawn)
31.0%[activator],CCCOc1ccc(NC(=O)C(CC)CC)c2cccnc12
-1.4%,CCCOc1ccc(-c2nc3ccc4ccccc4c3c3c2CCC3)cc1
14.9%,CC(NC(=O)CCc1ncc(-c2c(F)cccc2F)o1)c1ccco1 (stereo not drawn)
-3.3%,O=C(c1cn(CCOc2ccccc2)c2ccccc12)C1CC1
?,N#Cc1ccc(CN2CC3CCC(C2)N3c2ccc(C(F)(F)F)cc2)cc1
?,COC(=O)C1=C(C)N(Cc2ccc(F)cc2)C(=S)NC1c1cccc(F)c1 (stereo not drawn)
13.8%,COC1CCN(C(=O)Cn2c3c(c(=O)n2Cc2ccccc2)CCN(Cc2ccccc2)C3)CC1
-2.0%,CSCCCNC(=S)NCC(C)(C)N1CCOCC1
?,N#Cc1c(N2CCN(C(=O)C(=O)NCCc3ccccc3)CC2)nc(-c2ccco2)c2c1CCCC2
45.0%[activator],O=C(O)C1c2ccccc2CC(=O)N1Cc1ccccc1 (stereo not drawn)
6.8%,Cc1ccc(C(=O)Nc2ncn(CC(=O)NCc3ccccc3F)n2)cc1
-2.9%,O=C(NCCN1CCOCC1)c1ccc2c(c1)CC(=O)N2Cc1cccc(F)c1
14.3%,Cc1ccc(-c2cc3c(=O)n(CCNC(=O)c4ccc(C)s4)ccn3n2)c(C)c1
?,NCC#Cc1cccc(C(F)(F)F)c1
42.3%,COc1ccc(S(=O)(=O)N2C[C@@H](F)C[C@H]2C(=O)N2CCOCC2)cc1
39.1%[activator],O=C1CC(c2ccccc2)N(C(=O)CNC(=O)c2ccco2)CCCCCN1 (stereo not drawn)
18.1%,CCS(=O)(=O)N1CCC(Oc2cccc(C(=O)NCc3ccccn3)c2)CC1
13.5%,COc1ccc(S(=O)(=O)Nc2ccc(C)n(CC(=O)NCc3ccccc3)c2=O)cc1
-1.1%,CC1=C(C(=O)OCC(F)(F)C(F)(F)F)C(c2cc3c(cc2Br)OCO3)NC(=O)N1 (stereo not drawn)
5.2%,CCNC(=O)[C@@H]1C[C@H](NC(=O)c2ccc[nH]2)CN1C(=O)c1csc(C)n1
39.1%[activator],COCCN1CCCCCC(O)c2cc(C(=O)NCC3CC3)ccc21 (stereo not drawn)
2.3%,CC(C)C(=O)NCC(=O)O
11.0%,O=C(Nc1ccc(F)cc1)N(Cc1cccc(O)c1)C1CC1
66.1%[activator],CC(C)CCN1CCc2[nH]nc(C(=O)N(C)C)c2C1
34.0%[176 µM],COC(=O)[C@@H]1Cc2ncn(Cc3ccccc3)c2CN1C(=O)c1ccc(OC)cc1
?,CCNC(=O)C(C)NC(=O)C1(c2cccc(C)c2)CCCC1 (stereo not drawn)
35.7%,O=C(CN1C(=O)CCC1=O)N1CCC(c2noc(-c3ccccn3)n2)C1 (stereo not drawn)
-17.9%,CCn1c(SCc2ccccc2F)nc2cc(S(N)(=O)=O)ccc21
-6.6%,Cc1ccccc1CC(=O)N1CCC(n2cc(-c3nc(-c4ccccc4)no3)nn2)CC1
38.4%[activator],COc1cc(OC)cc(C(=O)N[C@@H]2CN(S(C)(=O)=O)C[C@H]2CN(C)C)c1
9.4%,Cc1ccc(CN(C(=O)c2cccc(C#N)c2)C2CC2)cc1
24.4%,CC(Sc1nnc(C2CC2)o1)C(=O)c1c[nH]c2ccccc12 (stereo not drawn)
-32.3%,O=C(Cn1ncc2ccccc2c1=O)NCCc1ccccc1
?,COc1ccc(CN2CCN(c3ccnc(C)n3)CC2CCO)c(C)c1C (stereo not drawn)
4.4%,COc1ccc2nc(NC(=O)c3cc(-c4ccc(C)c(F)c4)on3)sc2c1
5.5%,Cc1ccc(C(=O)Nc2cccc(-c3nc(CNC(=O)c4ccc5ccccc5n4)c(C)o3)c2)s1
28.7%,O=C1NCCCCCCN(C(=O)c2ccoc2)[C@H]2C[C@H](C(=O)N3CCN(c4ccccn4)CC3)C[C@@H]12
?,O=C(Cc1c[nH]c2ccccc12)OCc1ccccc1Cl

# Quoted from the listing:
# Under 12-LOX inh, COc1ccc2nc(NC(=O)c3cc(-c4ccc(C)c(F)c4)on3)sc2c1 has the entry 4.4%
# Under 12-LOX inh, CC(C)C(=O)NCC(=O)O has the entry 2.3%
# Under 12-LOX inh, CC(Sc1nnc(C2CC2)o1)C(=O)c1c[nH]c2ccccc12 (stereo not drawn) has the entry 24.4%
# Under 12-LOX inh, O=C(Cn1ncc2ccccc2c1=O)NCCc1ccccc1 has the entry -32.3%
# Under 12-LOX inh, CCn1c(SCc2ccccc2F)nc2cc(S(N)(=O)=O)ccc21 has the entry -17.9%

# More results follow.
12-LOX inh,Molecule
2.3%,Cc1cc(C(=O)OCC(=O)Nc2ccccc2F)c2ccccc2n1
-10.3%,CCCCc1cc(=O)oc2c(C)c(OCC)ccc12
?,Cc1cc(C)c(NC(=O)CNC(=O)c2cc3ccc(F)cc3nc2C)c(C)c1
29.8%,Cc1ccsc1C(=O)N1CCCC(n2cc(-c3nc(C(C)C)no3)nn2)C1 (stereo not drawn)
?,CCCCCCCNC(=O)Cc1cccs1
-27.3%,Cc1ccc(CNC(=O)Nc2c(NCc3ccccc3)c3ccccc3oc2=O)cc1
20.5%,O=C(NC(C(=O)N1CCCC1)C1CCN(C(=O)c2ccc3c(c2)OCO3)CC1)c1ccc(F)cc1 (stereo not drawn)
18.8%,Cn1ccc(CN2CCn3c(nn(-c4ccc(F)cc4F)c3=O)C2)n1
?,O=C(/C=C/c1ccccc1)Nc1cccc2c1CCCC2
12.6µM*,Cc1oc2c(c1C(=O)NC1CCCC1)CN(Cc1ccc(F)cc1)CC2
12.3%,O=C(NCCCN1CCOCC1)c1c(OCC2CC2)cc(=O)n2c1CCOCC2
